Salmonella PhoP GFP – inhibitors of PhoP regulon expression, primary screen, Salmonella Typhimurium, GFP reporter (AID 1863); actives 0.16% (n = 300,000); S. Typhimurium PhoP-regulated promoter GFP reporter, 4 h; higher % means a stronger effect; inhibition, % at 50 µM, or IC50 in µM where a hit was titrated;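 active = inhibition over 29.93%, a cutoff 3 SD above the screen mean, later confirmed by dose response; inconclusive = inhibition over 29.93% but no dose response follow-up; inactive = inhibition at most 29.93% or unconfirmed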;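 also: 0% = low Mg2+ inducing control and 100% = high Mg2+ repressing control; strong numbers were not always called active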
TNAP activation fold – human TNAP enzyme activators, primary screen, biochemical, luminescent, no phosphate acceptor, uHTS (AID 1001); Alkaline phosphatase, tissue-nonspecific isozyme (Homo sapiens); purified TNAP, luminescent activation assay, no phosphate acceptor; higher activation fold means a stronger effect; activation fold at 20 µM; hits with a dose series show EC50 in µM; actives 0.03% (n = 200,000); in the data active = activation fold from about 3, or a potency from the dose series; inactive = the rest, 99 in 100 with activation fold below about 1.6; also: many of its hits are not listed in these tables
RSV CPE inhibition – RSV antiviral activity via CPE protection, HEp-2 cells, primary 10 µM value included (AID 2391) | HEp-2 cells, RSV-induced CPE inhibition; higher % means a stronger effect | one-dose CPE inhibition, % at 10 µM; IC50 in µM for titrated hits | actives 0.13% (n = 310,000); in the data active = a potency from the dose series; inconclusive = CPE inhibition mostly from about 23% at the one dose, without a potency; inactive = the rest, 99 in 100 with CPE inhibition below about 21%; also: strong numbers were not always called active
Rac1 GTP hydrolysis – MgcRacGAP GTPase-activating activity inhibitors, confirmation, biochemical, ADP Hunter fluorescence | inhibition, % at 30 µM, or IC50 in µM where a hit was titrated | AID 624330, 2012 | actives 0.6% (n = 340,000) | MgcRacGAP-stimulated Rac1 GTP hydrolysis, ADP Hunter fluorescence; higher % means a stronger effect; GST-tagged Rac1 F28L mutant substrate;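 active = first-screen hits whose inhibition reached a set limit at any dose in the follow-up dose series; inconclusive = inhibition above the set first-screen limit but never retested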;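 also: fluorescence reports GDP produced by GAP-driven GTP hydrolysis; strong numbers were not always called active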
NTR1 agonist – agonists of NTR1, primary screen, imaging, U2OS cells, beta-arrestin-GFP, high content (AID 493036) | NTR1-U2OS beta-arrestin-GFP spot imaging, agonist mode | activation, % at 20 µM | actives 0.17% (n = 330,000);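 active = activation at or above 40% of the spot to cytoplasm intensity ratio, with at least 20 cells analyzed; inconclusive = wells under 20 cells, flagged as cytotoxic or low count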;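 also: 0% = DMSO without peptide and 100% = 100 nM NTR1 peptide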
Target sequence (P30989 whole entry, looked up): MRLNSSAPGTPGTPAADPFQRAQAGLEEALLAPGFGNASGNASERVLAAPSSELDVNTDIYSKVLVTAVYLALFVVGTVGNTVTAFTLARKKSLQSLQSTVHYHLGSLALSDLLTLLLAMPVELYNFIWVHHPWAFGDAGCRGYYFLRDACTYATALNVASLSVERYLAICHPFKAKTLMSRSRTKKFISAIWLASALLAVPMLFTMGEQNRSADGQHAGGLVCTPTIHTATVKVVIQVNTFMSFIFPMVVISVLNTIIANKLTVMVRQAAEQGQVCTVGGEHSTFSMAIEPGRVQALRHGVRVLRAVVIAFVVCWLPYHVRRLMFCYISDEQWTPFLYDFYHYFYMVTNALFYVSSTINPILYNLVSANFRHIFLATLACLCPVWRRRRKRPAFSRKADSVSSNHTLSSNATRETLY
Myeloid diff MLP – induction of myeloid progenitor differentiation, primary screen, cell-based, flow cytometry, MLPCN library | calls only at 10 µM | ER-HoxA9 myeloid progenitors, lysozyme-GFP differentiation | actives 1% (n = 360,000);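 active = normalized GFP-positive differentiation at or above the plate's own cutoff, the solvent-only control mean plus 3 SD; inconclusive = no clear call, values can overlap the other calls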;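 also: cells exposed to compound for four days before flow analysis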
K1F lysis inhibition – inhibition of K1F phage lysis, E. coli UTI89, bacterial capsule biogenesis inhibitors, alamar blue (AID 488966). E. coli UTI89 K1F phage lysis, alamar blue, 2 h; higher % means a stronger effect. inhibition, % at 100 µM, or IC50 in µM where a hit was titrated. actives 0.02% (n = 340,000);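 active = phage lysis inhibition, versus mean bacterial control, above a set limit; inconclusive = no clear call, values can overlap the other calls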;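 also: capsule biogenesis inhibitors block K1F phage lysis so surviving cells raise fluorescence; higher fluorescence means more inhibition of phage lysis; actives were called in the ten point dose series up to 300 µM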
T cell HTS – modulators of CD8 T cell-vesicle binding, primary screen, mouse 2C CD8+ T cells, flow cytometry | AID 2052, 2009 | calls only at 7 µM | actives 0.068% (n = 330,000) | 2C CD8+ T cell-vesicle binding; active compounds read low;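 active = response, share of CD8 T cells binding vesicles, and their 90th percentile fluorescence all below set limits, cut at about 80% in these data, passing the limit was not always enough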
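Incubation: binding step 1.5 h, 37 °C, antibody labelling 20 min, ice; system: murine 2C transgenic CD8+ T lymphocytes; technique: cytometric PE anti-B7-1 and Alexa647 anti-CD8 signals after 1% paraformaldehyde fixation; also added: QL9-charged Drosophila Ld/ICAM-1/B7-1 vesicles; control set: naked versus QL9-loaded vesicles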
Large T inhibition – SV40 large T antigen inhibitors, biochemical (AID 1903) | actives 0.39% (n = 310,000) | SV40 large T antigen ATPase/helicase inhibition assay; higher % means a stronger effect | inhibition, % at 20 µM; hits with a dose series show IC50 in µM; in the data active = a potency from the dose series; inconclusive = inhibition mostly from about 32% at the one dose, without a potency; inactive = the rest, 99 in 100 with inhibition below about 32%; also: strong numbers were not always called active
T cell HTS vesicle-bound % – also measured in T cell HTS; calls as there; double positive events, %; measured here: CD8+ vesicle-bound cell fraction;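 binding gate set so that unloaded-vesicle control wells show 10% double positive cells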
NTR1 agonist cell count 20 µM – recorded beside NTR1 agonist, whose call it bears; cell count; measured here: cell count, cytotoxicity flag
Myeloid diff MLP GFP+ MAC1+ % – further read-out of Myeloid diff MLP, marked with its call; GFP+ MAC1+ double positive, %; measured here: differentiation confirmed by MAC1 staining
* hit, by the source's call; i = inactive; ? = inconclusive; . = not tested or not shown; & = joins results of further samples; [ ] = remark or other dose. Outcome played no part in choosing rows. About 2.3% of those tested had a hit in this group.

The line under a structure holds: Salmonella PhoP GFP	TNAP activation fold	RSV CPE inhibition	Rac1 GTP hydrolysis	NTR1 agonist	NTR1 agonist cell count 20 µM	Myeloid diff MLP	Myeloid diff MLP GFP+ MAC1+ %	K1F lysis inhibition	T cell HTS	T cell HTS vesicle-bound %	Large T inhibition
(1) Cc1nc(CSc2n[nH]c(=O)n2-c2cccc(F)c2)cs1
    -15%	.	-0.2%	3%	1.8	48	i	0.2	-1.3%	i	39	8%
(2) C=CCOC(=O)C1=C[C@@H](c2ccc(C(F)(F)F)cc2)[C@H](CCCO)[C@@H](OCC)O1
    -9%	1.1	5.9%	5%	5.0	100	i	1.5	-3.3%	.	.	5%
(3) C=C1CCc2c([nH]c3ccc(OCC(C)C)cc23)C1=O
    7%	.	-1.8%	5%	39	75	?	.	-0.6%[50 µM]	i	44	6%
(4) Cc1cc(-c2nnc(SCC(=O)Nc3cccc(Cl)c3)n2N)n[nH]1
    -8%	.	-1.1%	10%	-0.2	58	i	1.5	-0.3%	i	23	.
(5) O=C(COc1ccc(S(=O)(=O)N2CCOCC2)cc1)NCc1ccccn1
    -3%	.	1.4%	7%	0.2	68	i	0.7	-0.2%	i	16	9%
(6) CC(C)CC(=O)Nc1sc2c(c1C#N)CC(C)(C)NC2(C)C
    9%	1.1	-0.9%	15%	-0.3	45	i	0.9	0.1%	i	12	3%
(7) COc1cc(C2N(c3ccc(F)cc3)C(=O)C3CCCN32)cc(OC)c1OC (stereo not given)
    10%	1.1	-0.2%	3%	-2.6	51	i	3.6	-4.9%	i	38	-3%
(8) O=C1CS/C(=N/N=C/c2ccccc2OS(=O)(=O)c2ccccc2)N1
    -5%	1	3.9%	2%	-0.2	41	i	0.3	2.7%	i	46	11%
(9) CC[C@@]1(C(=O)OC)N[C@H](CN(C)C(=O)Nc2ccc(C(F)(F)F)cc2)[C@@H]2C(=O)N(Cc3ccccc3)C(=O)[C@@H]21
    .	.	.	3%	5.4	41	i	0.8	0.0%	i	11	.
(10) CN1CCC(CNC(=O)Nc2csc3ccccc23)CC1
    -2%	.	1.8%	.	1.7	52	i	1.0	.	i	50	5%
(11) O=C(CN1C(=O)NC2(CCCC2)C1=O)NCC1CCCO1 (stereo not given)
    -6%	1.2	0.1%	5%	0.0	71	i	0.6	0.1%	i	20	4%
(12) Cc1c(NC(=O)Cn2nc(C(F)(F)F)c3c2CCCC3)c(=O)n(-c2ccccc2)n1C
    0%	1.1	-1.1%	7%	-0.9	40	i	1.0	1.1%	i	4	16%
(13) COC(=O)c1c(-c2c(Cl)cccc2Cl)noc1NC(=O)NN1CCCCC1
    -2%	.	?	14%	1.8	48	i	0.4	0.5%	i	49	10%
(14) O=C(NCc1ccc2c(c1)OCO2)c1cc2ccccc2o1
    7%	1.1	18%	3%	-0.9	77	i	1.0	0.7%	i	61	16%
(15) O=C(NC1CC1)c1cc2c(s1)-c1ccccc1OC2
    0%	1.1	5.4%	3%	-0.3	51	i	1.3	0.1%	i	43	9%
(16) Cc1ccc(C(=O)N2CCC3(CC2)NCCc2[nH]cnc23)cc1C
    -1%	.	-0.6%	13%	2.7	73	i	1.0	1.1%	i	45	7%
(17) O=C(NCc1ccccc1)c1ccc[n+]([O-])c1
    0%	.	0.0%	5%	-0.1	69	i	0.2	-0.2%	i	55	4%
(18) CC(C)C(NC(=O)c1c(F)cccc1F)C(=O)NCc1ccc(S(=O)(=O)N2CCOCC2)cc1 (stereo not given)
    .	.	0.6%	4%	-1.1	91	i	0.6	-0.1%[50 µM]	i	7	.
(19) O=C(C(=O)N1CCOCC1)c1cn(CC(=O)N2CCc3ccccc3C2)c2ccccc12
    4%	1	-0.3%	0%	-0.6	56	i	0.3	0.3%	i	52	22%
(20) O=C(NNC(=O)c1nn(-c2ccc(F)cc2)ccc1=O)c1ccc(C(F)(F)F)cc1
    -4%	.	4.6%	4%	0.8	36	i	0.6	1.1%	i	38	6%
(21) Oc1[nH]c2ccc(Br)cc2c1N=Nc1ccc(C(F)(F)F)cn1
    3%	1.1	2.8%	12%	26	92	i	0.6	0.4%	i	48	3%
(22) O=C(Nc1nccs1)C1C2CC3OC(=O)C1C3C2 (stereo not given)
    11%	1.1	2.8%	10%	-0.1	76	i	0.4	0.4%	i	42	8%
(23) CC(C)(C)Nc1nc(NCc2cccnc2)nc(N2CCOCC2)n1
    3%	1	0.9%	3%	-0.8	76	i	0.2	-0.2%	i	64	9%
(24) O=C(OCC(=O)c1ccco1)c1ccc2ncsc2c1
    22%	1	-2.2%	12%	-0.9	88	i	0.0	0.1%	i	54	10%
(25) O=C(/C=C/c1ccc(Cl)cc1Cl)Nc1cccc(S(=O)(=O)NC2=NCCC2)c1
    -4%	1	2.3%	8%	4.2	33	i	0.9	0.3%	i	56	26%
(26) Cc1ccc(CN2C(=O)NC(Cc3c[nH]c4ccccc34)C2=O)cc1 (stereo not given)
    4%	1.1	-0.3%	7%	1.7	42	i	0.6	0.0%	i	30	8%
(27) CCN(Cc1cccs1)C(=O)CN1CCN(S(=O)(=O)c2ccc3c(c2)OCCCO3)CC1
    .	.	.	6%	0.1	63	i	1.0	0.5%[50 µM]	.	.	.
(28) Cc1cccc(-c2nnc(NC(=O)c3ccc(Cl)cc3)o2)c1
    -14%	1.1	1.0%	8%	5.7	75	i	1.3	2.2%	i	24	2%
(29) COc1ccc(N(CC(=O)NCCC2=CCCCC2)S(=O)(=O)c2ccccc2)cc1
    3%	.	-1.9%	4%	3.0	52	i	0.6	-0.1%	i	51	12%
(30) O=C(Cn1c[n+](CC(=O)c2ccc([N+](=O)[O-])cc2)cn1)c1ccc([N+](=O)[O-])cc1
    -5%&-10%	.	-0.7%&0.6%	7%&-2%	0.4&1.9	58&59	i	0.3&2.9	0.3%&1.3%	i	22&10	29%&11%
(31) O=c1c(C(c2c(O)nc3n(c2=O)CCS3)c2cccc3ccccc23)c(O)nc2n1CCS2
    9%	1.1	0.3%	16%	-2.4	74	i	1.2	1.1%	i	24	>100µM*
(32) COc1cccc(CNC(=O)Cn2cccc2C(=O)c2ccccc2C)c1
    0%	.	2.5%	7%	-1.1	45	i	2.4	-0.1%	i	14	-1%
(33) COc1cccc(C(=O)NCC(=O)N2CCC3(CC2)NCCc2[nH]cnc23)c1OC
    -9%	.	3.0%	5%	-0.1	57	i	3.0	1.5%	i	20	29%
(34) Cc1cc(C)n2cc(-c3ccc(Cl)cc3)c(C(=O)O)c2n1
    -2%	1	60%	8%	2.1	76	i	0.5	0.2%	i	59	10%
(35) O=C1NC(C(F)(F)F)(C(F)(F)F)N=C2SC=CN12
    -6%	.	1.2%	11%	-0.7	53	i	0.6	3.0%	i	55	14%
(36) CCN(CC)S(=O)(=O)c1ccc(NC(=O)CNC2CCCCC2)cc1
    0%	.	-0.1%	32%	1.1	41	i	0.3	0.5%	i	35	6%
(37) Cc1nn(Cc2ccccc2)c(Cl)c1C(=O)OCC#N
    -1%	1.1	0.0%	-4%	3.2	36	i	0.5	-0.7%	i	37	7%
(38) CN(CCOc1ccccc1)CC(=O)Nc1ccc([N+](=O)[O-])cc1Cl
    -4%	1.1	17%	4%	3.8	62	i	1.0	-0.2%	i	8	3%
(39) O=C(CN1C(=O)C(=O)N(C2CCCC2)C1=O)Nc1cc(Cl)ccc1[N+](=O)[O-]
    .	.	.	3%	-0.8	60	i	0.5	0.4%[50 µM]	i	51	.
(40) CS(=O)(=O)c1cccc(-c2nnc(NC(=O)c3ccc4ncsc4c3)o2)c1
    -8%	.	4.5%	5%	1.2	48	i	0.4	0.5%[50 µM]	i	35	6%
(41) Cc1[nH]c2ccc(Cl)cc2c(=O)c1CN1CCCC1
    -2%	1	-2.0%	-1%	0.8	47	i	0.7	-0.7%	i	61	15%
(42) O=C(O)C[C@]1(C(=O)Nc2ccc(F)cc2)CC(/C=C/c2ccccc2)=NO1
    0%	.	1.4%	10%	2.2	95	i	0.7	0.1%	i	45	5%
(43) COc1ccc(S(=O)(=O)N2CCOCC2)cc1NC(=O)Cc1coc2cc(C)c(C)cc12
    -2%	.	2.6%	1%	-0.4	66	i	0.9	0.6%[50 µM]	i	11	25%
(44) CCC1CCCCN1Cc1cc(OC)c(O)c([N+](=O)[O-])c1 (stereo not given)
    -4%	1	-0.2%	.	0.6	79	.	.	.	i	13	-2%
(45) COc1cc(CN(C(=O)c2ccco2)c2ccc(C)cc2)ccc1O
    5%	1.1	1.9%	13%	1.8	70	i	5.3	1.7%	i	49	-5%
(46) O=C(Cc1cccc2ccccc12)Nc1ccc(OC(F)F)c(Cl)c1
    -4%	1.2	6.5%	2%	7.9	48	i	0.4	3.1%	i	46	8%
(47) CCCCCCCn1c(=N)n(CC(O)c2ccco2)c2ccccc21 (stereo not given)
    .	1.1	8.5%	-18%	.	.	i	1.1	0.2%	i	26	6%
(48) O=C1NN(c2cccc(Br)c2)C(=O)/C1=C/c1cccs1
    .	.	-3.1%	0%	1.0	50	i	0.6	-0.1%	i	53	16%
(49) COc1ccc(C(=O)O/N=C(\N)c2ccccc2)c(OC)c1
    1%	1.1	6.7%	3%	-1.4	100	i	0.2	0.2%	i	53	5%
(50) COc1ccccc1CNc1ncccc1[N+](=O)[O-]
    -5%	.	1.9%	16%	-0.3	79	i	1.1	0.0%	i	24	6%
(51) Cc1ccccc1NC(=O)n1ncc2cc(Cl)ccc21
    0%	.	?	.	-1.5	85	i	0.4	0.1%	i	63	5%
(52) CC(C)c1c(O)nc(SCCC(=O)O)[nH]c1=O
    -7%	1.1	0.7%	7%	-0.4	86	i	1.4	0.1%	i	25	4%
(53) O=c1[nH]c(=O)n(Cc2ccccc2)c2nc(-c3ccc(Oc4ccc(F)cc4)c([N+](=O)[O-])c3)n(CCO)c12
    27%	1.1	-1.8%	-7%	9.3	70	i	0.6	0.0%	i	34	15%

Assay outcomes: PubChem BioAssay, several laboratories
